From PubChem
bCat nuc transl = beta-catenin nuclear translocation modulation | HeLa beta-catenin nuclear translocation, immunofluorescence imaging | nuclear translocation activity, % at 5 µM | 190,000 tested, 0.3% active;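 active = nuclear translocation activity above 50% at 5 µM, with a well cell count of 50 or more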;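 also: per-cell ratio of nuclear to cytoplasmic median beta-catenin stain intensity; plate controls were DMSO negative control for no effect and GSK-3 inhibitor IX positive control for full effect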
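Test system: human HeLa cell line; Doses: 5 µM primary, 0.02–20 µM confirmation; Incubation: 24 h compound exposure, 37°C; Detection: beta-catenin immunofluorescence imaging with DAPI; Read-out: beta-catenin nuclear/cytoplasmic ratio, % activation.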
M1AAP inhibition = P. falciparum M1AAP inhibitors, biochemical, fluorogenic H-Leu-NHMec substrate, 1536-well (AID 1445). recombinant M1AAP, H-Leu-NHMec fluorogenic kinetic assay; higher % means a stronger effect. inhibition, % at 30 µM, or IC50 in µM where a hit was titrated. 220,000 tested, 0.42% active;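 active = primary inhibition above the hit cutoff, then over 50% inhibition at one or more dose response concentrations, cut at about 23% in these data, passing the limit was not always enough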;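 also: plate controls were DMSO full reaction for no effect and no enzyme background for full effect; strong numbers were not always called active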
Yfh1-off respiration = mitochondrial function rescue without frataxin homolog – Friedreich's ataxia, plus single-dose screen, dose response (AID 1465); S. cerevisiae Yfh1-off respiration, WST-1 reduction, 72 h; higher fold induction means a stronger effect; fold induction at 50 µM; hits with a dose series show EC50 in µM; 220,000 tested, 0.074% active;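 active = fold induction of absorbance versus untreated yeast above a set limit, then at least 30% activation at any dose in follow-up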;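 also: activators that raise dye reduction in frataxin-depleted yeast; strong numbers were not always called active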
Dynein cargo inh = blocks dynein driven cargo transport along microtubules. 220,000 tested, 0.47% active. z-score, hits read low. 3617.4 mouse cells, GR-EGFP nuclear translocation imaging; test concentration mostly 20 µM; stimulated with dexamethasone, 1 µM; stronger effect = lower value;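 active = plate z-score of nuclear minus cytoplasmic receptor signal below a set negative limit, without overly bright fluorescence or cell loss, cut at about -3.5 in these data, passing the limit was not always enough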;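 also: z-score of nuclear minus cytoplasmic ring GR-EGFP intensity difference per well; some compounds called inactive have numbers as strong as hits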
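Buffer or medium: tet-free, stripped-serum medium; reagent: dexamethasone at 1.0 µM final, 30 min; incubation: 48 h induction, 1 h compound, 30 min dex at 37 °C; measured by: formaldehyde fixation, Hoechst nuclear stain, 10x automated fluorescence imaging; read-out: nuclear-to-cytoplasmic GR-EGFP distribution per well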
Autophagy HCS = alters autophagy in cells | MEF GFP-LC3 puncta imaging; test concentration mostly 10 µM | 190,000 tested, 0.98% active | calls only at 10 µM (by protocol);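 active = percentage of spot-positive cells more than 3 SD above its plate mean, without a fluorescence outlier flag or 80% toxicity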;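 also: spot-positive cell cutoff set from DMSO-treated cells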
WT yeast gro inh = growth inhibition of WT yeast, mitochondrial fusion screen | 190,000 tested, 2.1% active | mitochondrial fusion phenotypic screen, WT strain | inhibition, % at 10 µM; in the data active = inhibition above about 58%; tested in S. cerevisiae
T cell modulator = T cell immune modulators affecting CD8 T cell-vesicle binding. 2C CD8+ T cell-vesicle binding, flow cytometry; stronger effect = lower value. calls only at 7 µM. 330,000 tested, 0.068% active. AID 2052;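 active = response, share of CD8 T cells binding vesicles, and their 90th percentile fluorescence all below set limits, cut at about 80% in these data, passing the limit was not always enough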
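Material: murine 2C transgenic CD8+ T lymphocytes / Also added: QL9-peptide-loaded Drosophila micro-vesicles bearing Ld, ICAM-1 and B7-1 / Schedule: binding step 1.5 h, 37 °C, antibody labelling 20 min, ice / Signal: flow cytometry, PE anti-B7-1 (FL2) versus Alexa647 anti-CD8 (FL8), PFA-fixed / Evaluation: percent CD8+ FL2 mean versus row control / Benchmarks: naked versus QL9-loaded vesicles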
P. falciparum M17LAP = P. falciparum M17LAP inhibitors, primary screen, biochemical, fluorogenic H-Leu-NHMec substrate, 1536-well (AID 1619); recombinant M17LAP, H-Leu-NHMec fluorogenic kinetic assay; higher % means a stronger effect; one-dose inhibition, % at 30 µM; IC50 in µM for titrated hits; 220,000 tested, 0.38% active;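 active = compound inhibiting the enzyme by more than half at any dose during confirmatory dose-response retesting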;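 also: plate controls were full reaction with DMSO carrier for no effect and no enzyme background for full effect; strong numbers were not always called active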
MT stabilize HCS = microtubule stabilization, imaging screen; HeLa tubulin immunostaining HCS, 24 h; share of cells brighter than vehicle mean+2SD; 200,000 tested, 0.83% active; AID 2205; % tubulin-high responders, % at 10 µM;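 active = plate Z-score above 3 for both tubulin-high and condensed-nucleus cell shares, with cell loss under 80%, at 10 µM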;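 also: anti alpha tubulin signal scored within the nucleus-defined area of each cell; some results filed as inactive read as strong as hits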
WT yeast gro inh mutant strain = recorded beside WT yeast gro inh, whose call it bears; inhibition, %; mitochondrial fusion phenotypic screen, mutant strain inhibition
Dynein cargo inh cytoplasmic EGFP = also measured in Dynein cargo inh; calls as there; z-score; measured here: cytoplasmic GR-EGFP intensity; stronger effect = higher value
Dynein cargo inh nuclear GR-EGFP = further read-out of Dynein cargo inh, marked with its call; z-score; measured here: nuclear GR-EGFP intensity;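 lower value marks the stronger effect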
Dynein cargo inh cell count = recorded beside Dynein cargo inh, whose call it bears; z-score; measured here: cell count per field
bCat nuc transl cell count 5 µM = also measured in bCat nuc transl; calls as there; cell count; measured here: cell count, cytotoxicity flag
T cell modulator vesicle-bound % = further read-out of T cell modulator, marked with its call; double positive events, %; measured here: CD8+ vesicle-bound cell fraction;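 binding gate set so that unloaded-vesicle control wells show 10% double positive cells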
MT stabilize HCS Hoechst-high % = further read-out of MT stabilize HCS, marked with its call; % Hoechst-high responders; measured here: nuclear condensation Hoechst responders;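 share of cells brighter than vehicle mean plus two SD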
MT stabilize HCS cytotoxicity % = further read-out of MT stabilize HCS, marked with its call; toxicity, %; measured here: cytotoxicity by cell density;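 0% = mean cell density of plate MIN control wells and 100% = no cells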
Autophagy HCS cell loss 18 h = recorded beside Autophagy HCS, whose call it bears; toxicity, %; measured here: cell loss, nuclei count;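 cell loss after 18 h compound exposure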
The depositor's hits bear a star; i = inactive; / = not tested or not shown.

SMILES	bCat nuc transl	bCat nuc transl cell count 5 µM	M1AAP inhibition	Yfh1-off respiration	Dynein cargo inh	Dynein cargo inh cytoplasmic EGFP	Dynein cargo inh nuclear GR-EGFP	Dynein cargo inh cell count	Autophagy HCS	Autophagy HCS cell loss 18 h	WT yeast gro inh	WT yeast gro inh mutant strain	T cell modulator	T cell modulator vesicle-bound %	P. falciparum M17LAP	MT stabilize HCS	MT stabilize HCS Hoechst-high %	MT stabilize HCS cytotoxicity %
CCn1ccnc1CN1CCc2c([nH]c3ccccc23)C1C(C)(C)C (stereo unspecified)	-0.8	975	-1%	i	2	-0.068	0.9	-0.95	i	-25	57	24	i	41	0%	4.4	1.6	3.7
COc1ccc(CCNC(=O)C2CCCN2C(=O)NC2CCCCC2)cc1OC (stereo unspecified)	-2.0	1466	-1%	i	0.6	-0.32	0.62	-0.34	i	1	-8	-8	i	63	-2%	7.3	0.7	3.8
O=C(COc1ccc(C2SCCS2)cc1)Nc1ccc(Cl)cc1	-1.5	1357	1%	i	-0.23	0.5	0.097	-0.23	/	/	/	/	i	37	-2%	/	/	/
CCOc1ccc(S(=O)(=O)n2nc(C)cc2C)c2ccccc12	0.1	1020	1%	i	0.021	-0.31	0.59	0.45	i	4	-1	-51	i	51	-10%	2.8	2.5	7.1
CC(C)(C)CC(C)(C)NC(=S)N1CCN(Cc2ccc3c(c2)OCO3)CC1	-5.3	1112	-1%	i	0.38	-0.15	0.34	-0.85	i	-12	37	28	i	11	-6%	2.9	1.7	4.5
COc1ccccc1NC(=O)COc1ccc(C(=O)OCC(=O)N2CCCC2=O)cc1OC	1.2	964	0%	i	-1.2	-0.3	-0.58	0.31	i	1	-3	-9	i	56	7%	6.2	5.2	7.6
N#CC(C#N)=C/C=C(\Nc1ccc(Cl)cc1)c1ccc(Cl)cc1	0.5	1261	8%	i	-0.36	-0.18	0.24	0.012	/	/	/	/	i	54	24%	/	/	/
Cc1ccc(/C=N/NC(=O)C[n+]2ccccc2)o1	-0.4	1124	-1%	i	-1.6	-0.26	-0.66	0.59	i	-17	-2	-6	i	28	11%	2.8	0.8	3.0
Cc1c(Nc2ncnc3c2cnn3-c2ccccc2)c(=O)n(-c2ccccc2)n1C	-0.7	1154	2%	i	1.5	-0.25	0.8	-0.93	i	-7	-4	-21	i	4	-6%	1.4	2.5	8.5
O=C(CC1C(=O)CCCC1=O)c1ccccc1	-3.4	1162	2%	i	-1.2	0.3	-0.58	-0.37	i	3	-18	2	i	52	18%	2.1	1.7	4.7
O=C(CSc1ccc(-c2ccc3c(c2)OCO3)nn1)Nc1nccs1	1.8	1003	-6%	i	3	-0.19	1	-1.1	i	14	8	-5	i	58	7%	6.0	1.3	16
N#Cc1c2c(c(N3CCN(c4ccccn4)CC3)n3c1nc1ccccc13)CCC2	-1.2	1129	/	/	-0.13	-0.23	-0.08	0.66	i	-4	/	/	/	/	/	3.2	2.2	7.3
Cc1cc(Cl)ccc1NC(=O)COC(=O)c1nc2nccc(C)n2n1	0.0	1163	-2%	i	-0.31	-0.26	-0.044	0.21	i	3	-5	-1	i	47	4%	2.8	2.2	7.1
CC(C)=CC(=O)Nc1ccccc1Br	/	/	4%	i	-0.72	0.039	-0.33	0.064	i	-1	1	3	i	33	-1%	4.0	2.5	7.7
O=C(COC(=O)CNC(=O)c1ccccc1)Nc1ccccc1Cl	3.6	933	0%	i	1.2	-0.21	0.58	0.1	i	-15	-47	-15	i	21	-1%	4.8	2.3	7.1
Cc1ccc(NS(=O)(=O)c2ccc(NC(=O)CN(c3cc([N+](=O)[O-])ccc3C)S(C)(=O)=O)cc2)c(C)c1	-0.4	961	8%	i	-0.58	-0.33	0.53	0.22	i	20	4	-8	i	47	-17%	3.7	1.9	0.8
COC(=O)c1ccc(NC(=O)CNCc2ccncc2)cc1	/	/	0%	i	-0.85	-0.3	-0.87	0.95	i	1	-12	-11	i	28	13%	5.9	2.4	6.7
COC(=O)c1cc(C(=O)NCc2ccccc2)c(=O)[nH]c1C	2.7	1058	1%	i	-0.11	-0.32	0.06	0.18	i	-4	-8	0	i	43	7%	3.3	2.4	5.2
CCO[C@@H]1OC(C(=O)NCc2ccccc2)=C[C@H](c2ccc(Br)cc2)[C@H]1CCCO	-1.3	1082	-9%	i	2.2	-0.1	1.9	-2	i	1	25	21	i	18	-3%	3.5	1.7	6.9
O=C(Nc1cccs1)Nc1ccc(Br)cc1F	/	/	5%	i	-0.91	-0.31	-0.9	0.78	i	7	11	-13	i	32	23%	6.6	3.1	5.0
CCOc1ccc(C2CC(c3ccc(F)cc3)n3ncnc3N2)cc1 (stereo unspecified)	0.9	554	0%	/	-0.72	-0.25	0.35	0.17	i	6	-8	-16	i	62	-11%	3.0	2.8	4.5
O=c1[nH]c(=O)c2nc3c4ccccc4c4ccccc4c3nc2[nH]1	3.7	989	11%	i	0.42	0.083	0.59	-0.23	i	12	-1	-14	i	41	5%	2.2	1.2	7.3
CCn1c(=O)c(C(=O)CN2CCN(Cc3ccc4c(c3)OCO4)CC2)c(N)n(Cc2ccccc2)c1=O	-3.0	1084	2%	i	0.72	-0.35	0.29	0.62	i	0	-15	1	i	52	1%	6.4	4.7	7.1
CC(C)CC(NC(=O)C(CC(C)C)NC(=O)C(Cc1ccc(OCc2ccccc2)cc1)NC(=O)OC(C)(C)C)C(N)=O (stereo unspecified)	-0.1	958	2%	i	-0.89	-0.26	-0.24	0.54	i	14	-5	6	i	39	2%	4.4	2.1	4.8
CN1CCN(c2nc(-c3cccs3)cc(C(F)(F)F)n2)CC1	0.9	1384	5%	i	-0.63	-0.22	-0.25	-0.081	i	3	9	3	i	59	6%	3.8	1.5	0.3

An excerpt from above in order of number of heavy atoms, low to high:
SMILES	bCat nuc transl	bCat nuc transl cell count 5 µM	M1AAP inhibition	Yfh1-off respiration	Dynein cargo inh	Dynein cargo inh cytoplasmic EGFP	Dynein cargo inh nuclear GR-EGFP	Dynein cargo inh cell count	Autophagy HCS	Autophagy HCS cell loss 18 h	WT yeast gro inh	WT yeast gro inh mutant strain	T cell modulator	T cell modulator vesicle-bound %	P. falciparum M17LAP	MT stabilize HCS	MT stabilize HCS Hoechst-high %	MT stabilize HCS cytotoxicity %
O=C(Nc1cccs1)Nc1ccc(Br)cc1F	/	/	5%	i	-0.91	-0.31	-0.9	0.78	i	7	11	-13	i	32	23%	6.6	3.1	5.0
O=C(CSc1ccc(-c2ccc3c(c2)OCO3)nn1)Nc1nccs1	1.8	1003	-6%	i	3	-0.19	1	-1.1	i	14	8	-5	i	58	7%	6.0	1.3	16
N#Cc1c2c(c(N3CCN(c4ccccn4)CC3)n3c1nc1ccccc13)CCC2	-1.2	1129	/	/	-0.13	-0.23	-0.08	0.66	i	-4	/	/	/	/	/	3.2	2.2	7.3

Additional records:
SMILES	bCat nuc transl	bCat nuc transl cell count 5 µM	M1AAP inhibition	Yfh1-off respiration	Dynein cargo inh	Dynein cargo inh cytoplasmic EGFP	Dynein cargo inh nuclear GR-EGFP	Dynein cargo inh cell count	Autophagy HCS	Autophagy HCS cell loss 18 h	WT yeast gro inh	WT yeast gro inh mutant strain	T cell modulator	T cell modulator vesicle-bound %	P. falciparum M17LAP	MT stabilize HCS	MT stabilize HCS Hoechst-high %	MT stabilize HCS cytotoxicity %
Cc1nc(SCC(=O)NCc2ccc(F)cc2)c2c(=O)n(C)c(=O)n(C)c2n1	-0.3	1115	-2%	i	1.2	-0.069	0.98	-0.66	i	-1	-1	-4	i	17	-16%	2.4	3.6	2.1
CC(=O)c1c(N=CN(C)C)nc(C)nc1-c1ccccc1	1.0	1394	9%	/	0.84	-0.29	0.49	-0.61	i	11	36	27	i	52	7%	3.7	3.8	4.5
S=c1[nH]nc(-c2ccccn2)n1/N=C/c1ccco1	0.5	1273	5%	i	-0.37	-0.3	-0.59	0.8	/	/	/	/	i	8	1%	/	/	/
CCCNC(=O)CN(CCc1ccccc1)S(C)(=O)=O	-1.2	1162	4%	i	-0.49	-0.17	0.13	0.26	i	2	-22	-15	i	62	-3%	1.8	1.9	5.3
O=C(OCCN1C(=O)c2ccccc2C1=O)c1cc(=O)[nH]c2ccccc12	-5.2	1109	10%	i	0.44	-0.21	0.19	0.27	i	4	-14	9	i	37	-1%	1.5	1.3	2.7
CCn1c(=O)n(CC(=O)Nc2cc(OC)ccc2OC)c(=O)c2ccccc21	-0.3	1135	-6%	i	-0.6	-0.28	-0.69	0.56	i	8	7	3	i	44	4%	4.3	1.8	6.0
O=C(OCC1CC(c2ccccn2)=NO1)c1ccc(Br)cc1 (stereo unspecified)	1.1	1133	4%	i	1.8	-0.12	1.5	-0.93	i	24	-7	-19	i	26	-2%	2.3	2.0	1.1
CCOC(=O)c1cnn(CCOC(=O)c2ccccc2)c1NC(=O)c1ccccc1	-1.0	928	0%	i	-2	-0.14	-1.3	0.46	i	6	-5	-39	i	18	-9%	3.1	2.6	7.0
CCCCNCc1ccc(SC)cc1	-0.2	1357	0%	i	-0.3	-0.13	0.4	1.4	i	-22	-9	10	i	10	-1%	2.9	2.1	5.4
Cc1cc(OCC(O)CN2CCN(CCO)CC2)ccc1C(C)C (stereo unspecified)	-1.2	1080	1%	i	-0.42	-0.17	0.45	1.3	i	0	-9	0	i	17	2%	2.6	3.4	15
